# PHOSPHO1 inh: PHOSPHO1 (human) inhibition; recombinant PHOSPHO1, absorbance phosphatase assay; Q8TCT1; AID 1565; inhibition, % at 13.3 µM; actives 1.1% (n = 290,000); in the data active means inhibition above about 60%
# Target sequence (Q8TCT1 whole entry, looked up): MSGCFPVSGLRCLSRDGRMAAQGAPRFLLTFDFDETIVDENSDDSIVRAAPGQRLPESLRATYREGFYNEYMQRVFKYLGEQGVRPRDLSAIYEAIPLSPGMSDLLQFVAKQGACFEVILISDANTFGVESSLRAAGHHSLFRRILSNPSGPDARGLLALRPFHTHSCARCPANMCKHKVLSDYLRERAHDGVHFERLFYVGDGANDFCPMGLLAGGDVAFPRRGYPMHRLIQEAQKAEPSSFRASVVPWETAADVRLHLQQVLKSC
# MEKK3 PB1 HTS: raises or lowers MEK5 binding to the human MEKK3 PB1 domain. actives 1.4% (n = 290,000). bead-based flow cytometry, Alexa488-MEK5 binding to MEKK3; actives lie on both sides; 0 = blocked by unlabeled MEK5, 100 = vehicle. AID 1529. Q99759. binding response (% of control), % at 10 µM;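 active means binding response more than 3 SD above or below the average of its plate-row segment, actives on both sides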;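 further: Alexa488 bead fluorescence after subtracting the streptavidin-only scavenger bead signal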
# MEKK2 WT-MEK5: raises or lowers MEK5 binding to wildtype human MEKK2 PB1 domain; Q9Y2U5; bead flow cytometry, Alexa488-MEK5 binding to MEKK2 WT; actives lie on both sides; binding response (% of control), % at 10 µM; actives 1.1% (n = 290,000); in the data active means binding response below about 67% or above about 130%
# OXTR agonist: agonists of human oxytocin receptor; CHO-OTR cells, Fluo-8 calcium fluorescence; normalized: DMSO 0%, oxytocin 100%; actives 0.32% (n = 320,000); activation, % at 3 µM; P30559;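 active means activation above the mean of all tested compounds plus 3 SD, cutoff set per screening run, cut at about 20% in these data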;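 further: peak over basal fluorescence ratio from a 100 s FLIPR kinetic read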
# Target sequence (P30559 whole entry, looked up): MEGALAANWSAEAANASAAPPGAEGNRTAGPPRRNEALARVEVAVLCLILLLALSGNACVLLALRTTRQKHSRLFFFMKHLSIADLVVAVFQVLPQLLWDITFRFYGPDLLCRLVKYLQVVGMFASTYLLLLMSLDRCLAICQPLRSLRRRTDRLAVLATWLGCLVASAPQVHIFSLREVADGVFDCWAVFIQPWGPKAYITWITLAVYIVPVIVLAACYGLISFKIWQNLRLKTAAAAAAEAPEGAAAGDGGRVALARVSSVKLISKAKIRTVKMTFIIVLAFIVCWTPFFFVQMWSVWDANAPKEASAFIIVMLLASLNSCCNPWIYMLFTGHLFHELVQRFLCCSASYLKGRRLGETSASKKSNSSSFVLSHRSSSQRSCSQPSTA
# GPR7 antagonist: blocks human GPR7 receptor signaling. P48145. GPR7-expressing cells, fluorescence antagonist assay. inhibition, % at 4.4 µM. actives 1.1% (n = 290,000); in the data active means inhibition above about 16%, passing the limit was not always enough;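 further: cells stimulated with the agonist NPW; 0% = agonist with vehicle and 100% = vehicle without agonist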
# Target sequence (P48145 whole entry, looked up): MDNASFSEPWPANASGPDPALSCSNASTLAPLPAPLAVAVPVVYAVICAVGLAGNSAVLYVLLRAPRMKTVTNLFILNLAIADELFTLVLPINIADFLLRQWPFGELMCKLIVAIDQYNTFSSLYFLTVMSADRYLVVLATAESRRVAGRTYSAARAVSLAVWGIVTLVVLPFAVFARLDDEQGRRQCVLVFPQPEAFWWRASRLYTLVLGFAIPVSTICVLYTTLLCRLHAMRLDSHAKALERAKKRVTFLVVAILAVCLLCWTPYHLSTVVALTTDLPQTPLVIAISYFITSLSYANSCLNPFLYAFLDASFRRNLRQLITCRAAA
# GalR3 antag: blocks the human galanin receptor 3; O60755; inhibition, % at 3 µM; actives 0.44% (n = 360,000); HEK293 GalR3-CNG cAMP membrane potential fluorescence; galR3 body fused to GalR1 C-terminus;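 active means inhibition above the screen-wide average plus 3 SD, cut at about 13% in these data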;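 further: forskolin and galanin both at EC90 stimulate the cells; cAMP rise reported by CNG channel membrane potential dye signal; 0% = forskolin plus galanin with DMSO and 100% = forskolin alone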
# NALP1 inh: inhibitors of NALP1 inflammasome in yeast | S. cerevisiae NALP1/ASC/caspase-1 growth, X-gal OD620, 72 h | inhibition, % at 10 µM | actives 0.61% (n = 280,000) | AID 2071; in the data active means inhibition mostly above about 24%, no sharp cut-off; inactive means mostly below about 32%; further: some compounds called inactive have numbers as strong as hits
# V1aR counter: counter-screen for oxytocin receptor agonists: human V1a receptor agonists; CHO-V1R cells, Fluo-8 calcium fluorescence, agonist mode; 0% DMSO, 100% 3 nM vasopressin; activation, % at 3 µM; actives 0.25% (n = 320,000);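 active means activation above the mean activation of all tested compounds plus 3 SD, per screening run, cut at about 20% in these data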;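 further: signal is peak over basal fluorescence ratio across a 100 second FLIPR read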
# MEKK2 mut-MEK5: signal of MEK5 binding to mutant human MEKK2 PB1 domain; bead flow cytometry, Alexa488-MEK5 binding to MEKK2 mutant; percent response, % at 10 µM; actives 0.35% (n = 290,000); AID 1530; in the data active means percent response above about 24%, passing the limit was not always enough; further: inactives centre near 1; some results filed as inactive read as strong as hits; reference of the scale not given here
# Active calls of the source: *; . = not tested or not shown; [ ] = dose if it differs, or a comment. An unsorted share of the library (roughly 5.4% active in at least one column).
SMILES,PHOSPHO1 inh,MEKK3 PB1 HTS,MEKK2 WT-MEK5,OXTR agonist,GPR7 antagonist,GalR3 antag,NALP1 inh,V1aR counter,MEKK2 mut-MEK5
COc1ccc(C(=O)NNC(=O)C(=O)NC(C)c2ccccc2)cc1OC (configuration not stated),2,78,81,-1.2,-2,-7,4,-0.5,-10
Cc1cccn2c(=O)c3cc(C#N)c(=NC(=O)c4ccncc4)n(CCCOC(C)C)c3nc12,96*,97,96,-0.9,-12,-1,10,0.0,-3
COc1cccc(NC(=S)NCCc2ccccn2)c1,30,102,101,-0.6,-4,-8,6,-0.1,-1
CC(=O)NCCn1c(SCC(=O)NCCC(C)C)nc2ccccc2c1=O,24,106,100,-0.2,3,-2,-3,1.1,5
CCC1(C)CC2(CCCN(CCC(=O)c3ccccc3)C2)CCO1 (configuration not stated),-12,103,105,1.0,2,-6,8,0.2,0
Cc1ccc(CN2CCN(/N=C/c3cc(Br)cc(Br)c3O)CC2)c(C)c1,6,104,103,-0.6,-1,-4,33,-0.3,7
CCOC(=O)/C(C#N)=C\C1=C(N2CCCC2)CC(C)(CC)OC1 (configuration not stated),4,99,98,-1.2,7,1,0,-0.9,5
O=C(NCCCO)Nc1ccc2nc(-c3ccco3)c(-c3ccco3)nc2c1,49,.,.,0.9,2,.,-12,1.7,.
c1ccc(CN2C3=NCCCN3c3ccccc32)cc1,21,131,131,0.4,-15,-1,4,-0.1,5
CCOc1cc(S(=O)(=O)N2CCN(CC)CC2)ccc1Cl,4,92,93,-1.4,-9,-1,24,-0.3,-6
COc1ccc(NS(=O)(=O)c2ccc(NS(=O)(=O)c3cccs3)cc2)cc1,19,103,109,0.6,15,-8,-3,0.9,7
NS(=O)(=O)c1ccc(CNS(=O)(=O)c2ccc(Cl)nc2)cc1,20,101,95,0.6,-11,-5,-9,1.1,-6
O=C(Nc1nnc(C2CCCCC2)s1)c1cccs1,-18,96,91,2.0,4,-4,11,3.1,-5
CCCOC(=O)CSc1nnc(-c2cc(OC)c(OC)c(OC)c2)o1,6,106,109,-0.8,-10,0,2,-0.7,4
CCCC(=O)Nc1ccc(C(=O)NCC2CCCO2)cc1 (configuration not stated),9,102,99,-0.1,-6,-3,2,0.6,0
O=C(NCCc1c[nH]c2ccccc12)C(=O)NCC1OCCCN1S(=O)(=O)c1ccccc1 (configuration not stated),-11,98,97,4.3,-2,-5,8,4.9,-1
CCOC(=O)N1CCN(C(=O)c2cc(COc3ccc(Cl)cc3OC)on2)CC1,3,100,96,-1.9,5,-9,-3,0.7,0
COc1ccc(CCNC(=O)C2CCN(C(=O)c3cccc(Cl)c3)CC2)cc1OC,14,106,108,0.9,-16,-4,3,1.1,2
O=C(Cn1c(NCCO)nc2ccccc21)NCC1CCCO1 (configuration not stated),19,104,108,0.2,2,-2,-12,-0.4,6
CC(=O)OCCNC(=O)Cn1cnc2c1c(=O)n(C)c(=O)n2C,20,98,107,0.3,1,-4,-2,0.4,6
O=C(O)CCc1nc2cc3ccccc3cc2[nH]1,36,114,112,0.0,-1,9,-3,0.8,-1
COc1cnc(-c2ccccc2)nc1Oc1cccc(C)c1,10,99,99,0.0,-14,0,10,0.3,3
O=C(COC(=O)c1cccc(Cl)c1)NCCN1C(=O)CSC1=O,53,105,104,-0.8,-12,0,18,1.0,3
CCN(CC)c1ccc(/C=N/NC(=O)c2ccc(Br)o2)cc1,9,98,98,-2.5,-8,-1,38,-1.5,1
O=C(O)c1ccc2c(=O)n3c(nc2c1)/C(=C/c1cccc(Cl)c1Cl)CCCC3,-10,100,101,2.1,-1,-11,10,3.2,0
S=c1nc[nH]c2c1cnn2-c1ccccc1,-87,91,99,-0.1,1,-7,1,0.0,-6
O=C(COc1ccc(S(=O)(=O)N2CCOCC2)cc1Cl)NCc1ccccn1,23,101,95,0.1,0,-9,0,1.8,-1
COc1cccc(-c2ccc(SCC(=O)N3CCc4ccccc43)nn2)c1,-6,97,99,-2.9,3,.,8,-1.0,-1
CCc1nc(SCC(=O)Nc2cc(C)on2)c2c(C)c(C)sc2n1,-14,104,114,0.1,0,-1,-23,-0.3,13
Cc1ccccc1CC1(CO)CCCN(C(=O)c2ccc3ncccc3c2)C1 (configuration not stated),40,98,96,1.7,10,-5,-5,0.2,-4
Cc1cc(C(=O)Nc2ccc(S(=O)(=O)N3CCCC3)cc2)cs1,1,103,102,0.9,3,-5,13,0.4,5
COc1ccc(CCNC(=O)CN2CCC(C)CC2)cc1OC,19,116,124,1.2,2,-3,50,0.8,9
Cc1ccnc(SCC(=O)N2CCc3ccccc32)n1,46,103,103,0.8,-12,-8,9,-0.1,0
O=C1NN(c2ccccc2)C(=O)/C1=C\c1ccc(-c2cc([N+](=O)[O-])ccc2O)o1,17,94,88,.,-8,-5,3,.,-9
Cc1ccc(C)c(CN2C(=O)C3(OCCCO3)c3ccccc32)c1,11,101,100,-1.0,0,-7,-9,-1.7,8
CC(=O)N1CCN(c2ccc(NC(=O)c3ccc([N+](=O)[O-])cc3)cc2)CC1,36,112,111,1.2,-5,-7,17,0.7,15
CCN(CCCNC(=O)CCc1nc(-c2ccc(C)cc2)no1)c1cccc(C)c1,28,107,112,-0.7,-7,-4,-10,0.4,19
Nc1c(C(=O)Nc2nc3ccccc3s2)sc2nc(-c3cccs3)ccc12,30,99,76,7.0,0,.,15,13,-6
Cc1c(CBr)[n+](=O)c2c(n1[O-])C(Br)CCC2Br (configuration not stated),-7,100,102,-0.1,-12,-4,42*,-0.1,-1
COc1cc(/C=C2\SC(=O)NC2=O)ccc1OCc1ccc(Cl)nc1,6,101,104,-0.1,-14,-6,10,2.2,2
O=C1CC(=O)N(c2ccccc2)N1c1ccccc1,-3,79,75,0.1,-9,3,25,-0.6,-2
CCC(=O)Nc1ccc(C(=O)CSc2nnc(-c3ccc(NS(C)(=O)=O)cc3)n2C)cc1OC,-2,73*[inhibitor],94,1.4,-2,-2,15,-0.6,-1
CC(=O)NCCc1ccc(S(=O)(=O)NC2OC(=O)c3ccccc32)cc1 (configuration not stated),11,100,102,0.6,5,-2,12,-0.6,-2
CC(=O)Nc1nnc(SCC(=O)NC2CC2)s1,0,99,96,0.2,-2,-9,16,0.5,0
Cc1cccc(Cn2c(=O)c3c(nc4n3CCCN4Cc3ccccc3)n(C)c2=O)c1,-32,103,98,-1.6,-9,3,18,-0.2,6
O=C(Nc1ccc2c(c1)OCCO2)c1cccc(Br)c1,24,99,101,.,-9,-3,12,.,1
Cc1ccc(NC(=S)NNC(=O)c2c([N+](=O)[O-])c(C)nn2C)cc1,76*,98,98,1.5,-9,-2,1,0.5,5
Cc1cccc(N2CCN(C(=O)CCS(=O)(=O)c3ccc4c(c3)NC(=O)CO4)CC2)c1C,30,103,106,6.8,-8,-7,-1,7.7,4
COc1ccc(NC(=O)c2sc3nc(C)nc(N4CCOCC4)c3c2C)c(OC)c1,-26,101,99,1.0,-17,5,6,0.4,-2
Cc1ccc(C(=O)NC(Cc2c[nH]c3ccccc23)C(=O)O)o1 (configuration not stated),13,107,103,-0.7,-2,2,11,2.3,10
CC(C)CC(C(=O)O)N1C(=O)C2C3C=CC(C2C1=O)C1C(=O)N(C(CC(C)C)C(=O)O)C(=O)C31 (configuration not stated),-36,102,103,0.1,-6,-7,-2,0.9,-3
C=C(C)CN(CC)C(=O)CCc1nnc(CCc2c[nH]c3ccccc23)o1,35,105,103,1.8,4,-1,1,1.1,4
CCC(Oc1ccc(C)cc1)C(=O)Nc1ccc2c(c1)n(C)c(=O)n2C (configuration not stated),29,101,104,.,-14,5,8,.,2
CCOC(=O)c1c(NC(=O)c2c(-c3ccccc3)noc2C)sc(C)c1-c1ccccc1,7,106,110,-1.8,-17,-3,1,-1.2,6
S=c1[nH]nc(Cc2ccccc2)n1-c1cccc2ccccc12,-12,84,89,-1.3,-3,-5,21,0.0,-4
COc1ccc(/C=C/C(=O)NC(=S)NCC2CCCO2)cc1 (configuration not stated),43,99,86,-1.4,-18,1,1,0.5,-13
Cc1ccc[n+](CC(=O)c2ccc(Cl)cc2)c1,8,104,107,0.9,-6,-4,0,0.1,10
O=S(=O)(N/N=C/c1ccc(N2CCOCC2)cc1)c1ccccc1,37,104,97,-0.6,-4,2,-10,2.5,1
COc1ccc(C2C(C#N)=C(N)Oc3cc(O)ccc32)cc1OC (configuration not stated),18,106,109,4.2,1,-1,2,1.8,12
COc1cc(/C=C/C(=O)OCC(=O)c2c(N)n(C)c(=O)n(C)c2=O)ccc1OCC#N,8,102,99,2.2,-15,-8,2,0.7,0

# Continuation.
SMILES,PHOSPHO1 inh,MEKK3 PB1 HTS,MEKK2 WT-MEK5,OXTR agonist,GPR7 antagonist,GalR3 antag,NALP1 inh,V1aR counter,MEKK2 mut-MEK5
Cc1cc(C)c(S(C)(=O)=O)c(NN)n1,24,97,95,0.1,-6,10,-4,0.4,-35
O=C(CCc1nnc2ccc(N3CCOCC3)nn12)Nc1ccc(F)cc1F,32,103,103,0.4,-14,-7,11,1.1,3
CS(=O)(=O)Nc1cccc(-c2cn3ccccc3n2)c1,28,98,94,-0.4,-10,0,7,-0.8,-7
Cc1onc(-c2ccccc2)c1C(=O)NCCc1c[nH]c2ccccc12,36,97,95,2.1,-3,-4,-8,2.4,-3
CC/C(=N\NC(=S)Nc1cc(C)ccc1C)c1ccc(OC(F)F)cc1,-7,104,102,-1.4,-4,-4,6,2.4,0
CC(C)C(=O)Nc1nnc(-c2ccccc2)o1,9,113,111,-0.2,-2,3,1,0.4,6
CN1CCN(S(=O)(=O)c2ccc(-c3ccccc3)cc2)CC1,46,102,102,1.3,0,-4,11,2.7,0
Cc1ccccc1C(=O)OCCN1CCOCC1,28,100,97,0.3,-6,-10,30,-0.6,-1
COc1cc(C2Nc3ccccc3C(=O)N2c2ccc3c(c2)OCCO3)ccc1OCC(C)C (configuration not stated),5,99,98,-2.2,-1,-6,24,-0.7,8
CNC(=S)N(CCO)Cc1cc2cc3c(cc2[nH]c1=O)OCO3,20,102,103,0.4,-7,-6,4,0.2,10
CCC(=O)c1ccc(OCC(=O)O)c(OC)c1,48,105,100,1.3,-1,-3,10,0.6,1
CCc1nnc(NC(=O)CN2CCN(Cc3cccc(F)c3)CC2)s1,10,107,112,-0.3,-13,3,5,1.1,10
CC(=O)Nc1ccc(S(=O)(=O)NC(C)C(=O)NC(C)c2ccccc2)cc1 (configuration not stated),-14,88,85,0.6,1,1,-13,0.0,-9
